# Source: PubChem BioAssay
# Apaf-1 inh: inhibitors of human Apaf-1 apoptosome. O14727. reconstituted apoptosome caspase-3 activity, DEVD-Rh110 fluorescence. inhibition, % at 20 µM. 330,000 tested, 0.71% active. AID 489030; active = inhibition of at least 40% at 20 µM;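 also: plate controls were DMSO wells for no effect and DEVD-CHO caspase inhibitor wells for full effect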
#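 Material: biochemical Apaf-1 apoptosome reconstitution. Medium: Hepes buffer, pH 7.5. Also added: cytochrome c activation, bis-DEVD rhodamine 110 substrate. Timing: 30 min compound preincubation, 50 min activation, room temperature. Measured by: rhodamine 110 fluorescence at Ex 480/Em 540 nm.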
# Gli-Sufu block: antagonists of Gli-Sufu signaling. 340,000 tested, 0.74% active. Sufu-KO-LIGHT fibroblasts, Gli luciferase reporter luminescence. inhibition, % at 5 µM;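 active = inhibition above about 55%, limit read from the data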;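 also: 0% = DMSO-treated cells and 100% = wells with medium but no cells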
# 697 NFkB inh: lowers PMA/ionomycin-induced NF-kB signal in 697 B cells. 697 B-cell NF-kB luciferase reporter, 16 h. inhibition, % at 4 µM. 330,000 tested, 0.33% active. AID 435022; in the data active = inhibition above about 35%
# Jurkat NFkB inh: inhibitors of the PMA/ionomycin-induced NF-kB reporter in Jurkat cells. 330,000 tested, 0.53% active. inhibition, % at 4 µM. PMA/ionomycin-induced NF-kB luciferase reporter, luminescence
# CCR6 antagonist: blocks CCL20-driven beta-arrestin recruitment at human CCR6 | P51684 | CHO-K1 CCR6 PathHunter beta-arrestin, luminescence, CCL20-stimulated | inhibition, % at 20 µM | 340,000 tested, 0.49% active | AID 493098;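 active = compounds whose inhibition of the agonist-driven luminescence signal at 20 µM reaches about 50%, limit read from the data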;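 also: cells stimulated with CCL20 at 14 nM final; plate controls were DMSO with CCL20 for no effect and DMSO without agonist for full effect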
# Target sequence (P51684 whole entry, looked up): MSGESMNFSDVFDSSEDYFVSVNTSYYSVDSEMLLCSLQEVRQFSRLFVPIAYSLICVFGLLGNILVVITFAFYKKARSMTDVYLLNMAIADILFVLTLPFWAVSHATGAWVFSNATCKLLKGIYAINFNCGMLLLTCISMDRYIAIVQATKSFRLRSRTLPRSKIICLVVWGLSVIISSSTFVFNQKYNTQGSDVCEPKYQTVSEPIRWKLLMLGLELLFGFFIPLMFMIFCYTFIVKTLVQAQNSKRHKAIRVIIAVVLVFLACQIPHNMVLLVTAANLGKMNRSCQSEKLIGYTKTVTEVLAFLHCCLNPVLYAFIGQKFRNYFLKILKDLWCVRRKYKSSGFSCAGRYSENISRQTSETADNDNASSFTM
# EBI2 block: EBI2 (human) antagonism | EBI2 beta-arrestin recruitment, luminescence, 7a,25-OHC stimulated | 360,000 tested, 0.81% active | inhibition, % at 5 µM | P32249 | AID 651636; in the data active = inhibition above about 38%;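 also: enzyme fragment complementation signal reports receptor beta-arrestin coupling in cells; 0% = agonist plus DMSO wells and 100% = wells without agonist; some results beyond the cut were filed as inactive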
# UBC13 polyUb: inhibitors of human UBC13 polyubiquitin chain formation; P61088; TR-FRET; inhibition, % at 20 µM; 330,000 tested, 0.47% active; AID 485273; in the data active = inhibition above about 45%, passing the limit was not always enough
# Target sequence (P61088 whole entry, looked up): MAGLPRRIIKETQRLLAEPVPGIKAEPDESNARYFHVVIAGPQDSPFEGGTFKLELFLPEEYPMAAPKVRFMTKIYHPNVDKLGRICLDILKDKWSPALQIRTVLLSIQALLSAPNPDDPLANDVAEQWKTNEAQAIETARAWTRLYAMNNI
# SENP8 block: SENP8 protease inhibition. Q96LD8. purified SENP8, Z-RLRGG-aminoluciferin cleavage, luminescence. 330,000 tested, 1.2% active. inhibition, % at 10 µM
# Target sequence (Q96LD8 whole entry, looked up): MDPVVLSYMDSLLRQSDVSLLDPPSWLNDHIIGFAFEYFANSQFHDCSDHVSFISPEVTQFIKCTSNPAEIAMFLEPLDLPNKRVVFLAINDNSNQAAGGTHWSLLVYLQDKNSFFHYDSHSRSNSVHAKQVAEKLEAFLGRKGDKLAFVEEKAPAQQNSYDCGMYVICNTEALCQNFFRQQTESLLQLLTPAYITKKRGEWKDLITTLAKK
# Active calls of the source: *; nt = no result given. Rule as the data show it, unless noted: active = inhibition above about 50%; inactive = the rest. An excerpt; rates above refer to the full screens.
SMILES,Apaf-1 inh,Gli-Sufu block,697 NFkB inh,Jurkat NFkB inh,CCR6 antagonist,EBI2 block,UBC13 polyUb,SENP8 block
O=C(Nc1cccc(Cl)c1)OCc1cn(-c2ccccc2)nn1,16,-1,13,4,8,-3,-4,1
COCCNC(=O)Cn1cnc2c1c(=O)n(C)c(=O)n2C,-18,-2,15,12,0,-6,1,4
COc1ccc(S(=O)(=O)N2CCc3ccccc32)cc1C(=O)N1CCC(C)CC1,5,0,-16,-18,11,0,8,-8
COc1ccc(N2CC(C(=O)N3CCOCC3)CC2=O)cc1 (stereo not given),-4,16,16,18,6,-7,6,-4
CC(C)c1ccc(NC(=O)CN2C(=O)NC(C)(C3CC3)C2=O)cc1 (stereo not given),0,-4,5,-13,7,-15,3,4
COc1ccc(NC(=S)N2CCN(Cc3cccc(F)c3)CC2)c(OC)c1,3,2,5,-2,0,6,6,1
Cc1ccc2cc(C(c3nnnn3C3CCCC3)N3CCOCC3)c(=O)[nH]c2c1C (stereo not given),1,5,8,12,-3,-6,4,-8
CCCCN(C)C(=O)C1CCN(Cc2ccccn2)CC1,1,3,1,8,7,-1,-8,7
CC(C)CNC(=S)NNC(=O)c1csc2ccccc12,6,-11,-17,-31,26,11,-3,4
CNS(=O)(=O)c1ccc(NC(=O)c2ccc(Cl)cc2Cl)cc1,3,-21,-8,7,16,0,7,-10
O=C1c2ccccc2C(=O)C1c1nccc2ccccc12,-3,19,-321,-43,-4,11,-18,59*
N/C(=N\OC(=O)C12CC3CC(CC(C3)C1)C2)c1ccncc1,5,-5,-28,14,4,-17,-2,-1
O=C(c1cccc(F)c1)N1CCCC(C(=O)N2CCCCC2)C1 (stereo not given),1,1,3,-1,4,-8,-4,5
COc1cccc(-c2nn(-c3ccc(C)cc3)cc2C(=O)NCC(c2cccs2)N2CCOCC2)c1 (stereo not given),28,9,-13,3,10,19,-11,-5
CN(C)c1ccc(NC2=C(Cl)C(=O)c3ccccc3C2=O)cc1,43*,-37,-112,-78,41,27,-149,9
CCOc1ccccc1NC(=O)c1ccc(OCC(=O)N2CCOCC2)c(OC)c1,-7,1,8,-1,4,-1,3,14
C/C(=C/c1ccccc1)C(=O)N1CCN(c2ccccc2F)CC1,8,1,2,4,-2,14,1,-6
CS(=O)(=O)N1CCc2ccc(NC(=O)C3CCCO3)cc2C1 (stereo not given),-6,-2,23,-5,3,0,-2,10
O=C(CCNC(=O)c1ccc([N+](=O)[O-])cc1)Nc1cccc(S(=O)(=O)N2CCCCC2)c1,-10,-2,1,4,1,-1,-15,-4
Cc1cccc(C)c1NC(=S)NN1CCN(C)CC1,11,2,-11,-13,-2,-4,-7,-9
COc1cc2sc3ccc(C#Cc4ccccn4)cc3c(=O)c2cc1OC,9,-6,-18,-1,4,-6,12,-12
O=C(NCCC(=O)N1CCN(S(=O)(=O)c2ccccc2)CC1)c1ccc(Br)cc1,5,-17,-16,-9,-4,5,0,-7
COC(=O)C1=C(C)N(c2ccc(OC)c(OC)c2)C(=O)/C1=C\c1ccco1,5,3,1,5,29,8,-14,4
COc1ccc(OC)c(-n2c(Cn3c(-c4ccccn4)nc4ccccc43)n[nH]c2=S)c1,-5,-4,-5,4,2,-4,-1,2
Cc1ccc(S(=O)(=O)N2CCCC2CNC(=O)C(=O)NCc2cccs2)cc1 (stereo not given),11,-6,-7,15,9,-2,1,-2

# Other entries follow:
SMILES,Apaf-1 inh,Gli-Sufu block,697 NFkB inh,Jurkat NFkB inh,CCR6 antagonist,EBI2 block,UBC13 polyUb,SENP8 block
COc1cc(C(=O)N(Cc2ccco2)Cc2cc3ccccc3[nH]c2=O)cc(OC)c1OC,-3,10,28,-2,-10,8,4,3
CCNCCC(CCC(C)C)c1ccc2c(c1)OCO2 (stereo not given),-15,11,-21,1,15,-9,16,-7
CCOc1c(O)ccc(C2NC(=O)NC(C)=C2C(=O)OC)c1[N+](=O)[O-] (stereo not given),5,-3,12,-17,16,7,-8,8
COC(=O)c1c(C)c2c(C)cc3ccccn3c-2c1C(=O)OC,8,3,15,-3,11,-8,-24,-11
COc1cc(C(=O)OCC(=O)N2c3ccccc3NC(=O)C2(C)C)ccc1OCC(C)C,28,-2,5,-14,8,-1,-4,-24
NC1=C([N+](=O)[O-])C(c2ccc(F)cc2)C2=C(CCCC2=O)O1 (stereo not given),-1,5,-13,-2,0,8,-29,-13
COc1ccc(C(=O)c2ccc(Cl)cc2)cc1,4,-33,-30,-27,7,8,28,-9
COC(=O)c1cccc(C#CC(NP(=O)(c2ccccc2)c2ccccc2)c2ccccc2)c1 (stereo not given),14,7,19,1,27,13,-2,-1
CCN1CCN(C(=O)C2(NC(=O)Nc3cccc(F)c3)CCCCC2)CC1,-7,23,-1,4,0,-3,6,-10
NC(=O)c1cc([N+](=O)[O-])ccc1Nc1ccccc1,7,-1,4,3,19,-26,-19,-17
COc1ccc(N(C(=O)CNC(=O)c2ccco2)C(C(=O)NCC2CCCO2)c2ccccc2)cc1 (stereo not given),-1,2,12,-1,5,-8,3,3
NNC(=O)/C(=C\c1ccco1)NC(=O)c1ccco1,-1,0,-17,-7,9,-17,-6,9
COc1ccc(CN2CCN(Cc3cccc(OC)c3)C(CCO)C2)cc1 (stereo not given),2,13,13,-17,-3,-3,0,1
CCc1ccc(-c2cnc3ccccc3n2)cc1NC(=O)CNC(=O)c1ccccc1,6,-58,-276,-162,18,-1,-10,20
O=C(CN1CCC(n2cnc3cc(F)ccc32)CC1)Nc1ccccc1Br,24,2,-2,8,8,5,34,1
CC(C)CC(NC(=O)C1CCC(C)CC1)C(=O)Nc1cccnc1 (stereo not given),5,-3,5,8,10,-6,-4,-5
CCN(CC)S(=O)(=O)c1ccc(NC(=O)C2c3ccccc3Oc3ccccc32)cc1,5,5,-55,24,-28,-2,-20,-9
C/C(=N\NC(=S)NC(C)C)c1ccco1,-3,4,14,0,-1,-16,-22,-5
Cc1cc(NC(=O)C2CCN(S(=O)(=O)Cc3ccccc3)CC2)ccc1-n1cnnn1,-6,60*,15,10,10,3,1,7
Cn1cccc1/C=N/NC(=O)c1cc2ccccc2cc1O,11,-7,-20,8,3,-14,-1,49
CCc1ccc(NC(=O)CSc2nnnn2C)cc1,-9,-99,-57,-45,25,-4,4,-1
CCn1nnc(NC(=O)c2ccc(C(C)(C)C)cc2)n1,9,-31,-14,-105,-8,2,-1,-15
CS(=O)(=O)N(CC(=O)Nc1cccc(F)c1)c1cccc([N+](=O)[O-])c1,-2,9,-22,-9,8,-6,-7,4
O=C(CCS(=O)(=O)c1ccc(Cl)cc1)NCCc1c[nH]c2ccccc12,4,-2,9,7,0,25,-6,-1
O=C(NC(=S)Nc1ccccc1N1CCCCC1)c1ccc(F)cc1Cl,10,-1,-39,-11,31,6,-2,6

# One compound at a time, as listed above. Values in the order: Apaf-1 inh, Gli-Sufu block, 697 NFkB inh, Jurkat NFkB inh, CCR6 antagonist, EBI2 block, UBC13 polyUb, SENP8 block
# `COc1ccc(NC(=S)N2CCN(Cc3cccc(F)c3)CC2)c(OC)c1` is listed with 3, 2, 5, -2, 0, 6, 6, 1
# `O=C(c1cccc(F)c1)N1CCCC(C(=O)N2CCCCC2)C1` (stereo not given) is listed with 1, 1, 3, -1, 4, -8, -4, 5
# `O=C(CCNC(=O)c1ccc([N+](=O)[O-])cc1)Nc1cccc(S(=O)(=O)N2CCCCC2)c1` is listed with -10, -2, 1, 4, 1, -1, -15, -4

# Next part:
SMILES,Apaf-1 inh,Gli-Sufu block,697 NFkB inh,Jurkat NFkB inh,CCR6 antagonist,EBI2 block,UBC13 polyUb,SENP8 block
O=C(c1ccco1)N1CCN(C2CC(=O)N(c3ccc4c(c3)OCO4)C2=O)CC1 (stereo not given),-2,7,11,1,-8,-1,8,-5
CC[C@H](C)[C@H](NC(=O)CNC(=O)COc1cc2c(c3oc(=O)cc(C)c13)CCC(C)(C)O2)C(=O)O,-2,-2,6,14,-1,0,11,7
Cc1cc(N)n2ncc(-c3ccccc3)c2n1,-1,-105,-92,-80,-17,3,12,-10
Cc1ccnc2nc(C(=O)Nc3nc(-c4ccccn4)cs3)nn12,3,3,-2,-4,7,-5,-12,-8
O=C(OCC(=O)c1c[nH]c2ccccc12)c1ccc([N+](=O)[O-])s1,19,2,16,3,13,12,-6,38
CCOC(=O)N1CCN(c2c(Nc3cc(C)[nH]n3)c(=O)c2=O)CC1,4,-10,-11,5,14,5,-2,3
Cc1cc(=O)[nH]c(Nc2cccc(Cl)c2C)n1,-3,4,-10,-2,0,-2,6,-4
CN(C)c1nc2c(c(=O)[nH]c(=O)n2C)n1CCCc1ccccc1,5,21,1,-7,-1,-5,-1,5
NC(=O)c1ccccc1OCC(=O)O,-7,-4,1,0,1,-6,3,8
C/C(CC(=O)Nc1ccc2c(c1)OCO2)=N\NC(=O)c1ccc(N)cc1,-22,2,6,13,6,-20,2,-4
CCn1c2ccccc2c2cc(NC(=O)C(C)Oc3ccc(OC)cc3)ccc21 (stereo not given),9,4,10,0,11,12,-11,-8
CCOC(=O)C1=C(C)NC2=C(C(=O)C(C(=O)OCC)C(c3ccc(OC)cc3)C2)C1c1ccccn1 (stereo not given),5,35,26,-2,3,11,6,8
CCCCOC(=O)c1ccc(NC(=O)/C=C/c2cccs2)cc1,20,nt,-87,-59,-12,21,-5,-7
Cc1ccc(C)c(S(=O)(=O)N2CCN(C(=O)c3cc(S(=O)(=O)NCc4ccccc4)ccc3C)CC2)c1,20,5,2,7,3,12,-1,-9
CCOc1cccc2c1OC(c1cc(OC)c(OC)c(OC)c1)N1N=C(c3ccc(C)o3)CC21 (stereo not given),-1,-19,10,-32,9,5,4,-5
CCOC(=O)c1cc(S(=O)(=O)N2CCOCC2)cn1C,-11,17,-13,3,-1,-9,-4,-6
O=C(Nc1ccc2c(c1)nc1n2CCSC1)c1ccccc1,13,-81,-100,-110,-7,-5,4,13
CC1CCCN(c2nc3c(c(=O)n(C)c(=O)n3C)n2CCSc2nc3ccccc3s2)C1 (stereo not given),22,16,-14,-15,-5,20,-11,-6
Cc1cccc(NC(=S)Nc2ccc(Cl)c(Cl)c2)c1,5,-4,8,-5,-4,-6,-2,-4
COc1ccc(S(=O)(=O)NC2CC(=O)N(c3ccc4c(c3)OCCO4)C2)cc1 (stereo not given),-3,-2,6,9,4,-11,0,0
Cc1ccc(C)c(N2CCN(C(=O)c3ccc4c(=O)n5c(nc4c3)CCCCC5)CC2)c1,14,13,5,9,3,7,-20,4
S=C(NCCCN1CCOCC1)NC1CCCC1,-11,4,-8,-9,1,-4,0,-1
CCC(=O)Nc1nnc(SCC(=O)NCC2CCCO2)s1 (stereo not given),4,6,-28,-7,-1,-7,-6,-5
Cc1cc(-c2ccccc2)n2ncc(C#N)c2n1,7,-3,5,7,10,-2,12,3
CCOC(=O)C1(S(=O)(=O)c2ccc(Cl)cc2)CCN(Cc2ccc(Cl)cc2)CC1,9,-14,-21,-15,10,12,-2,-11

# Arranged by molecular weight (rising): part of the list above
SMILES,Apaf-1 inh,Gli-Sufu block,697 NFkB inh,Jurkat NFkB inh,CCR6 antagonist,EBI2 block,UBC13 polyUb,SENP8 block
Cc1cc(=O)[nH]c(Nc2cccc(Cl)c2C)n1,-3,4,-10,-2,0,-2,6,-4
CCOC(=O)N1CCN(c2c(Nc3cc(C)[nH]n3)c(=O)c2=O)CC1,4,-10,-11,5,14,5,-2,3
Cc1ccnc2nc(C(=O)Nc3nc(-c4ccccn4)cs3)nn12,3,3,-2,-4,7,-5,-12,-8

# The results go on:
SMILES,Apaf-1 inh,Gli-Sufu block,697 NFkB inh,Jurkat NFkB inh,CCR6 antagonist,EBI2 block,UBC13 polyUb,SENP8 block
Cc1nc([N+](=O)[O-])c(C(=O)O)n1C,-5,-3,6,-4,4,-1,4,2
CC(NC(=O)c1ccc(N(C)C)c([N+](=O)[O-])c1)c1ccc(-n2ccnc2)cc1 (stereo not given),5,12,-3,-2,13,1,-14,4
Cc1noc(NS(=O)(=O)c2ccc(N/C=C\C(=O)c3ccc(Br)cc3)cc2)c1C,12,-1,7,-6,-4,0,-30,-12
CC1CN(c2nc3ccccn3c(=O)c2C=O)CC(C)O1 (stereo not given),-8,-9,10,10,-6,-5,2,-4
O=Cc1ccc(N2CCCC2)o1,-17,-11,11,2,4,-2,0,5
COc1ccc2cnn(-c3ccc(OC(F)(F)Cl)cc3)c(=O)c2c1OC,0,-15,-32,-21,6,-7,4,-5
